# High-throughput results deposited in PubChem by several laboratories.
# V-ATPase pHluor = regulators of yeast V-ATPase proton pumping, primary screen, pHLuorin cytosolic pH fluorescence | S. cerevisiae | response, % at 10 µM | 0.37% of 350,000 active | AID 504577, 2011; in the data active = response mostly above about 7.3%, no sharp cut-off; inactive = mostly below about 5.4%; also: actives read high; inactives centre near 0; some compounds called inactive have numbers as strong as hits
# CAL PDZ FP-1 = CAL PDZ peptide-binding inhibitors, primary screen, biochemical, fluorescence polarization, Cer-tagged CAL PDZ, HTS | purified CAL PDZ, TMR-peptide fluorescence polarization, 1 h | inhibition, % at 20 µM | 0.02% of 330,000 active | AID 504414, 2011;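 active = highest replicate inhibition of at least 40%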;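 also: plate controls were DMSO neutral control wells for no effect and unlabeled competitor peptide control wells for full effect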
#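 material = purified tagged CAL PDZ domain construct (CerCALP) | buffer or medium = sodium phosphate/NaCl buffer pH 7.4 with TCEP, IgG, Thesit | reagent = TMR-labelled reporter peptide T*-PRC34 bound in PDZ groove | incubation = 1 h room-temperature incubation prior to read | measured by = fluorescence polarization (mP) | evaluation = percent inhibition from loss of millipolarization | control set = unlabelled peptide and DMSO controls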
# NSD2 HMT inh = NSD2 histone methyltransferase inhibitors, primary screen, biochemical, AlphaScreen, single concentration, set 2 | Histone-lysine N-methyltransferase NSD2 (Homo sapiens), O96028 | NSD2 peptide methylation, 120 min | inhibition, % at 12.5 µM | 0.54% of 310,000 active; in the data active = inhibition above about 50%
# Arr AP2 block = inhibitors of beta-arrestin/AP2 binding, primary screen, biochemical, GPCR trafficking, flow cytometry | beta-arrestin 1 C-terminal peptide binding to AP2 beta2-adaptin appendage (human) | 0.31% of 340,000 active | FITC-arrestin peptide / GST-AP2 beads; AP2 beta2 appendage carries R879A mutation | AID 504490, 2011 | inhibition, % at 10 µM;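 active = inhibition above a set limit, near 3 SD of compounds lacking own fluorescence, cut at about 54% in these data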;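 also: plate controls were DMSO wells for no effect and 5 µM unlabelled arrestin peptide for full effect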
#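 test system = AP2 appendage R879A on GSH beads | buffer or medium = PBS plus Tween 20 (0.05%) and BSA (0.1%) | incubation = 12 min plus 1 h, RT | detection = bead flow cytometry, FITC channel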
# Keap1 Nrf2 FP = Keap1-Nrf2 protein-protein interaction inhibitors, primary screen, biochemical, fluorescence polarization, single point; Kelch-like ECH-associated protein 1 (Homo sapiens), Q14145; Keap1 Kelch-Nrf2 peptide fluorescence polarization, 1536-well; inhibition, % at 9.4 µM; 0.15% of 340,000 active; in the data active = inhibition above about 12%;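 also: human Keap1 Kelch domain with fluorescein labeled Nrf2 9mer peptide probe; 0% = neutral control wells and 100% = peptide positive control; higher means more block of Keap1 binding to Nrf2 peptide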
# C-LANA FP = inhibitors of KSHV C-LANA binding to DNA, primary screen, biochemical, fluorescence polarization, FAM-LBS DNA, MBP-C-LANA, single point; Kaposi's sarcoma herpesvirus LANA C-terminal domain (residues 932-1162) DNA binding; inhibition, % at 9 µM; 0.078% of 340,000 active;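 active = highest replicate inhibition at or above 60% at 9 µM, even if other replicates fall short; inactive = all replicates below 60% inhibition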;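 also: 0% = neutral control wells and 100% = 4 µM acridine orange control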
# RTF Ca sens inh = cardiac RTF calcium sensitivity inhibitors, primary screen, biochemical, IANBD-TnC fluorescence, EC70 calcium; Troponin I, cardiac muscle (Homo sapiens) + Troponin T, cardiac muscle (Homo sapiens) + …; IANBD-labeled cardiac RTF, Ca2+ fluorescence; inhibition, % at 7.15 µM; 0.12% of 340,000 active;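 active = inhibition above the mean inhibition of all tested compounds plus 3 SD, cut at about 17% in these data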;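 also: assay run at fixed EC70 calcium of 1.6 mM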
# CAL PDZ FP-2 = untagged CAL PDZ binding inhibitors, primary screen, biochemical, fluorescence polarization, HTS; 0.92% of 300,000 active; Golgi-associated PDZ and coiled-coil motif-containing protein (Homo sapiens), Q9HD26; AID 602252, 2012; purified CAL PDZ, TMR-peptide fluorescence polarization, 1 h; inhibition, % at 24.9 µM;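 active = mean inhibition of at least 30% with at least half of replicates also reaching 30%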;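 also: 0% = DMSO neutral control and 100% = excess unlabeled competitor peptide PRC23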
# DSG3 Ab inh = inhibitors of pemphigus antibody binding to DSG3, primary screen, biochemical, bead-based, flow cytometry, scFv-GFP | binding (percent of control), % at 10 µM | Desmoglein-3 (Homo sapiens), P32926 | DSG3-coupled beads, scFv-anti-DSG3-GFP binding; hits give low values | 0.48% of 310,000 active;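 active = binding more than 3 SD below its plate's average and above zero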;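 also: hits lower antibody fragment binding to DSG3; some compounds called inactive have numbers as strong as hits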
# DAGLB inh = DAGLB lipase inhibitors, primary screen, biochemical, fluorescence, HTS; HEK293T DAGLB membrane lysate, EnzChek fluorogenic substrate; inhibition, % at 5.17 µM; Diacylglycerol lipase-beta (Homo sapiens), Q8NCG7; AID 504411, 2011; 0.059% of 340,000 active; in the data active = inhibition above about 34%;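 also: 0% = enzyme with vehicle and 100% = wells lacking enzyme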
# Starred values were filed as active, the others as inactive; / = not tested or not shown. Some of the compounds tested, so the mix of outcomes need not match the whole.
1	N#CCCn1cc(C(=O)N2CCCCC2)c(-c2cccc([N+](=O)[O-])c2)n1
2	O=C(O)CCCNc1c(C(=O)Nc2ccc(Cl)cc2)cc([N+](=O)[O-])cc1[N+](=O)[O-]
3	O=c1cc(C=NNc2ccc([N+](=O)[O-])cc2)[nH]c(=O)[nH]1
4	Cc1cc(NS(=O)(=O)c2ccc(NC(=O)C(c3ccccc3)c3ccccc3)cc2)no1
5	Cc1ccccc1/C=N/Nc1ccnc2cc(Cl)ccc12
6	Cc1nc2nc(SCC(=O)NCCCN3CCCCCC3)nn2c(C)c1Cc1ccccc1
7	C=CCn1c(=N)n(CC(=O)c2ccc(OC)cc2)c2ccccc21
8	Cc1ccc(O)c(-c2[nH]ncc2C(=O)c2ccc(Cl)cc2)c1

assay / compound	1	2	3	4	5	6	7	8
V-ATPase pHluor	0	0	2	-1	3	-1	0	0
CAL PDZ FP-1	0.6	-0.8	-0.4	-0.3	-1.9	-0.7	-1.4	-1.7
NSD2 HMT inh	-5	2	2	1	0	/	4	10
Arr AP2 block	-34	4	4	28	20	-9	0	32
Keap1 Nrf2 FP	-5	2	-3	4	0	-6	2	3
C-LANA FP	-2.4	1.7	0.5	2.1	-1.4	-5.5	-0.4	-1.5
RTF Ca sens inh	2	-5	1	-1	-7	-6	-1	-2
CAL PDZ FP-2	-4	-3	-5	-5	-3	9	/	-25
DSG3 Ab inh	102	84	96	105	111	104	97	97
DAGLB inh	-1	3	-2	4	-1	1	-2	-2

9	Cc1ccccc1CSc1nnc(-c2cccs2)n1Cc1ccco1
10	CCCn1c(SCC(=O)Nc2cc(S(=O)(=O)N3CCCCC3)ccc2C)n[nH]c1=O
11	COc1ccccc1N1C(=O)S/C(=C\c2cc(C)n(C)c2C)C1=O
12	COc1ccc(Cl)cc1N(C(C)=O)c1nc(C)cc(C)c1C#N
13	CCN(CC)CC(=O)N1c2ccccc2Oc2c(c(=O)n(C)c(=O)n2C)C1c1cccc([N+](=O)[O-])c1 (stereo not given)
14	COC(=O)c1ccc(NC(=O)CSc2nc(=O)n3cccc(C)c3n2)cc1
15	CCNS(=O)(=O)c1ccc(CCC(=O)Nc2ccccc2C(=O)OC)cc1
16	COc1cccc(-c2ccc(-c3noc(-c4cccs4)n3)c(OC)n2)c1

assay / compound	9	10	11	12	13	14	15	16
V-ATPase pHluor	6	0	/	1	-1	-2	4	6
CAL PDZ FP-1	-1.3	0.0	-1.5	1.0	-0.3	-3.0	-2.7	-0.5
NSD2 HMT inh	4	12	1	-1	8	1	-1	9
Arr AP2 block	-4	-8	-9	11	10	-7	-1	-23
Keap1 Nrf2 FP	-1	4	-4	0	-5	1	-7	-4
C-LANA FP	0.0	1.2	-1.7	-1.9	0.2	1.7	-2.5	1.4
RTF Ca sens inh	2	8	-5	-1	-6	1	-5	5
CAL PDZ FP-2	2	-5	-1	/	9	-4	-1	-1
DSG3 Ab inh	101	108	114	110	105	96	121	101
DAGLB inh	0	0	1	-3	2	-1	-2	-4

17	CC(=O)Nc1ccc(S(=O)(=O)NCC2CCC(C(=O)N3CCCCC3)CC2)cc1 (stereo not given)
18	CCN(CCn1cccn1)C(=O)c1cc(COc2cccc3cccnc23)on1
19	O=[N+]([O-])c1cc(C(F)(F)F)ccc1N1CCC(O)CC1
20	Cn1cc(CN2CCCC(CNC(=O)c3ccc4c(c3)OCO4)C2)c2ccccc21 (stereo not given)
21	O=C(c1ccccc1)c1ccc(Oc2ncccn2)cc1
22	O=C(Nc1ccncc1)Nc1cc(Cl)ccc1Cl
23	COc1ccccc1NC(=O)c1ccc(NC(=O)COC(=O)c2ccc(O)cc2)cc1
24	Cc1ccc(N(CCCCN2C(=O)c3ccccc3C2=O)C(=O)c2cccs2)cc1

assay / compound	17	18	19	20	21	22	23	24
V-ATPase pHluor	2	-1	1	0	1	-4	2	0
CAL PDZ FP-1	-0.7	0.4	0.3	-1.3	-1.2	-5.8	-1.0	-1.1
NSD2 HMT inh	7	-3	1	-1	6	1	4	4
Arr AP2 block	37	13	14	6	-1	27	16	0
Keap1 Nrf2 FP	-1	0	0	-5	3	-3	-2	0
C-LANA FP	-0.5	-0.9	-1.1	-1.7	-1.1	-0.9	-1.1	0.5
RTF Ca sens inh	5	-3	0	-3	-2	2	-9	-4
CAL PDZ FP-2	1	1	4	-5	-4	-2	2	1
DSG3 Ab inh	101	105	102	112	/	/	108	93
DAGLB inh	-1	1	6	-3	1	-2	-2	1

25	CCOC(=O)NN1C(=O)c2ccccc2NC1c1cccs1 (stereo not given)
26	Cn1c(SCC(=O)NC2CCCCC2)nnc1-c1ccncc1
27	CCc1ccccc1OCC(=O)Nc1cccc(S(=O)(=O)NC2=NCCC2)c1
28	COc1ccc(OC)c(C2C(C(=O)c3ccco3)=C(O)C(=O)N2CCN2CCOCC2)c1 (stereo not given)
29	CCCCc1c(C)nc2ccccc2c1SCCC#N
30	CCc1cc(=O)oc2cc(OC(C)C(=O)NCC(O)c3ccccc3)c(Cl)cc12 (stereo not given)
31	CCCCn1c(N)c(N(CC(C)C)C(=O)CN2C(=O)NC3(CC(C)CC(C)(C)C3)C2=O)c(=O)[nH]c1=O (stereo not given)
32	N#C/C(=C(\O)c1cc(Cl)sc1Cl)c1nc2ccccc2[nH]1

assay / compound	25	26	27	28	29	30	31	32
V-ATPase pHluor	-3	0	9.5*	2	0	3	3	-2
CAL PDZ FP-1	0.7	0.3	-0.1	-3.1	-2.9	-1.1	-1.8	-2.7
NSD2 HMT inh	-2	/	4	0	3	-1	14	0
Arr AP2 block	11	8	3	-9	6	-14	-5	2
Keap1 Nrf2 FP	-2	-3	-2	-7	-2	7	1	3
C-LANA FP	-1.1	0.3	1.3	-0.5	0.1	0.4	1.5	0.9
RTF Ca sens inh	-6	4	-5	-6	2	6	0	1
CAL PDZ FP-2	7	3	-6	-4	-6	-1	-4	0
DSG3 Ab inh	100	100	94	/	95	/	80	99
DAGLB inh	-5	0	-2	-1	-1	-2	2	-1

33	Cc1nnsc1NC(=O)OCC(C)C
34	O=C(NCCC1=CCCCC1)C(=O)NCC(c1ccco1)N1CCN(c2ccccc2)CC1 (stereo not given)
35	Cc1ccc(/C(O)=C/c2nc3ccccc3oc2=O)cc1
36	COc1cc2c(cc1OC)[C@@H](NC(=O)CCC1CCCCC1)[C@H](O)C2
37	Cc1onc(-c2ccccc2Cl)c1C(=O)Nc1cnn(Cc2ccccc2)c1
38	COc1ccccc1NC(=O)CN1CCN(CC(=O)Nc2ccc(F)cc2)CC1
39	CN(C)S(=O)(=O)c1ccc(N2CCCC2)c(C(=O)Nc2nc3ccc(F)cc3s2)c1
40	C/C(=N\NC(=O)c1ccc(Cl)cc1)c1ccc(N2CCOCC2)cc1

assay / compound	33	34	35	36	37	38	39	40
V-ATPase pHluor	-3	-2	-2	1	6	2	-4	-3
CAL PDZ FP-1	1.1	-0.3	/	0.9	-1.2	-0.6	-0.8	-0.4
NSD2 HMT inh	-1	-1	18	/	/	0	0	-3
Arr AP2 block	13	-17	41	-2	3	5	22	3
Keap1 Nrf2 FP	0	-3	/	-2	-1	3	-5	-1
C-LANA FP	-1.3	2.4	/	0.7	-1.5	0.7	-2.4	-0.3
RTF Ca sens inh	-1	5	/	-4	-13	0	-1	-19
CAL PDZ FP-2	1	-2	/	-5	/	-2	/	-2
DSG3 Ab inh	101	/	96	101	101	104	119	129
DAGLB inh	3	-5	/	-1	2	-1	5	-3

41	CCCC(NC(=O)CCc1c(C)c2cc3c(-c4ccccc4)coc3cc2oc1=O)C(=O)O (stereo not given)
42	COc1ccc(C(=O)Nc2ccccc2C(=O)Nc2ccccn2)cc1
43	COc1ccc(OCC(=O)Nc2ccc(N3CCC(C)CC3)cc2)cc1
44	O=C(CSc1nnnn1-c1ccccc1)Nc1ncc2c(n1)CC(c1ccccc1)CC2=O (stereo not given)
45	C/C(CC(=O)Nc1cccc(C(F)(F)F)c1)=N\NC(=O)Cc1ccccc1
46	O=C(N/N=C/c1ccc(-c2ccccc2C(=O)O)o1)c1cccs1
47	CCOc1cc(N2CCOCC2)c(OCC)cc1NC(=O)c1ccc(OC)cc1
48	CCn1ncc([N+](=O)[O-])c1C(=O)Nc1cc(C)on1
49	CCc1cccc(CC)c1NC(=O)/C(C#N)=C/c1ccccc1C(F)(F)F
50	COc1ccc(/C=N/n2cnnc2SCc2ccc(OC)cc2)cc1

assay / compound	41	42	43	44	45	46	47	48	49	50
V-ATPase pHluor	0	-1	0	2	-1	-4	-2	0	-3	-3
CAL PDZ FP-1	-1.0	-2.6	-0.9	/	-2.6	-3.2	1.2	1.1	-1.0	-2.1
NSD2 HMT inh	0	0	2	-9	-3	26	0	-1	-3	-1
Arr AP2 block	-5	-19	0	9	3	6	-25	-2	-29	25
Keap1 Nrf2 FP	-4	-5	-4	-2	7	-7	2	3	0	-3
C-LANA FP	-1.6	-0.7	-1.4	-1.4	-1.4	7.0	2.2	-1.3	1.5	-0.5
RTF Ca sens inh	-2	1	14	-8	-2	-3	-14	2	-16	1
CAL PDZ FP-2	-8	-5	-6	-10	1	3	-2	-4	-3	1
DSG3 Ab inh	103	109	127	95	100	86	91	97	102	103
DAGLB inh	0	-11	-2	2	-1	3	0	-1	-11	0
